Source: PubChem
TRPV1 agonist: HTS Assay for Compounds that Act as Agonists of the Vanilloid Receptor 1; AID 540275, 2011; TRPV1-expressing cells, Fluo-8 calcium influx, agonist mode; activation, % at 8.33 µM; Transient receptor potential cation channel subfamily V member 1 (Homo sapiens), Q8NER1; actives 0.19% (n = 320,000); in the data active = activation above about 80%; inconclusive = between about 30% and that limit; also: 0% is about no effect
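Fluo-8 calcium influx in TRPV1-expressing cells, kinetic read (ex 480/em 520 nm). Compound added and read 3 min for agonist activity, followed by capsaicin at EC20 final and 2 min further read for enhancement.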
GALK inhibitor: qHTS Assay for Inhibitors of Human Galactokinase (GALK); Potency, µM (highest dose often 57.5 µM), inactives show at the top dose activity change, negative = inhibition, usual class: inhibitors; AID 1868, 2009; P51570; Purified GALK, Kinase-Glo residual ATP luminescence; actives 0.007% (n = 270,000); also: potency is read from the fitted curve at half-maximal effect; % is scaled to controls: 0 for no effect and ±100 for the full control effect
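ATP-depletion format; final 35 uM ATP, 100 uM D-galactose, 5 nM enzyme; pH 8.0 HEPES/Mg2+ buffer; 60 min RT; luminescence read 10 min after detection reagent.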
Integrin act MD: qHTS for Activators of Integrin-Mediated Alleviation for Muscular Dystrophy; actives 0.064% (n = 350,000); alpha7betagal myoblasts, beta-gal FDG fluorescence, 48 h; Potency, µM (doses to about 38.3 µM), inactives show at the highest dose activation, actives largely listed as activators; AID 624291, 2012;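 also: potency is read from the fitted curve at half-maximal effect; 100% = response of the positive control SU9516; nearly all actives have a fitted effect of over 60% in size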
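Alpha7betagal+/- myoblasts (passage 13) were plated 16-24 hr, then exposed to compounds (1:260 dilution of DMSO stock) for 48 hours at 37C. After MPER lysis, β-galactosidase reporter activity was read as FDG fluorescence (ex 480/em 540) after 30 minutes.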
hERG WT inh: qHTS for Inhibitors of KCHN2 3.1: Wildtype qHTS. actives 0.37% (n = 340,000). Voltage-gated inwardly rectifying potassium channel KCNH2 (Homo sapiens), Q12809. activity change, % at 1.84 µM. AID 720551, 2013. U2OS, BacMam KCNH2, thallium flux FluxOr; active compounds read low;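 active = maximum activity change below -70%; inconclusive = maximum activity change between -70% and -50%; inactive = maximum activity change above -50%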; also: % is scaled to controls: 0 for no effect and ±100 for the full control effect
Target sequence (Q12809 whole entry, looked up): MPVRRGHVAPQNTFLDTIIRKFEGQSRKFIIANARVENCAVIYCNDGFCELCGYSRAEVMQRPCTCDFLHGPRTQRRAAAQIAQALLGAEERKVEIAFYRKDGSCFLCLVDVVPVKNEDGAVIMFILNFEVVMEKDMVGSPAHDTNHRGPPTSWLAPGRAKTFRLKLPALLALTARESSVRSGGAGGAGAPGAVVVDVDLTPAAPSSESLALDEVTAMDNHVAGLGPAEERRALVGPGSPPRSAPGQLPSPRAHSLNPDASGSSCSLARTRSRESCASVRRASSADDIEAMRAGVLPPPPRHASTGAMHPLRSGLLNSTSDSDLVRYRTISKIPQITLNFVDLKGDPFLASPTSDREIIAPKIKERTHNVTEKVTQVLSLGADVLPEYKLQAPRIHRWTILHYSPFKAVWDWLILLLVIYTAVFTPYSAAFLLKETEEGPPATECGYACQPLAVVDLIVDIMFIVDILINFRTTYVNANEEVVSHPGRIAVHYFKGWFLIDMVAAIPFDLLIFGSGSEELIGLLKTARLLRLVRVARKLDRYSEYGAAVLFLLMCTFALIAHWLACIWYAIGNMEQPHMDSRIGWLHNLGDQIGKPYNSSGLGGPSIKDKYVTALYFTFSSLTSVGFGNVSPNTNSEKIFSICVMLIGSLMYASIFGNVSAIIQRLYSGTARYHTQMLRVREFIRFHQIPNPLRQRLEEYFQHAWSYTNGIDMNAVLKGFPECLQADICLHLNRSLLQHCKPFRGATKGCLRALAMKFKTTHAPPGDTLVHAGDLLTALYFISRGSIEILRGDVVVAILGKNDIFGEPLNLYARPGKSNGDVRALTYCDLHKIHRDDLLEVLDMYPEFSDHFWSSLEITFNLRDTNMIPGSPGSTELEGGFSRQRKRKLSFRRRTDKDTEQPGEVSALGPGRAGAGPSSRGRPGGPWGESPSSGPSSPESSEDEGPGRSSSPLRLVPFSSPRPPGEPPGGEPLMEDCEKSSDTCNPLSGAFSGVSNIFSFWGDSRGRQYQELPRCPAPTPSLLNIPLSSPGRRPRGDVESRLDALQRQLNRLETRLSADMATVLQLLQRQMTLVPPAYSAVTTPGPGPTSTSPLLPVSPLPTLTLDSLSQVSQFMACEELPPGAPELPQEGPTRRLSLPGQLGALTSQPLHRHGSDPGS
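U2OS cells transduced with wild-type KCNH2 virus are loaded with FluxOr dye for 45 min, and thallium flux is measured in kinetic reads before and after stimulation buffer. Rate constants are normalized to DMSO controls.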
MBNL1 CUG block: qHTS Assay for Inhibitors of MBNL1-poly(CUG) RNA binding | Muscleblind-like protein 1 (Homo sapiens), Q9NR56 | TR-FRET MBNL1-His/biotin-(CUG)12 binding, 665/545 ratio | Potency, µM (doses to about 57.5 µM), for the others: at the highest dose activity change, negative = inhibition, actives largely listed as inhibitors | actives 0.036% (n = 280,000) | AID 2675, 2010; active = well fitted inhibition curve with a large enough effect in the signal ratio, with a control signal flat, not every such curve was filed as active; inconclusive = small, poorly fitted or top-dose-only effect, or effect the other way, or a change in a side signal; inactive = no such curve, though single readings can be large or run the other way; the % refers to the signal ratio; also: potency is read from the fitted curve at half-maximal effect; % is scaled to controls: 0 for no effect and ±100 for the full control effect
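Compounds (final 92 nM to 58 uM) are added to His-tagged MBNL1 and biotin-(CUG)12, then terbium anti-His antibody and streptavidin-XL665 (5 nM final). After 60 min at room temperature, the 665/545 nm ratio is read.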
MLL CXXC-DNA inh: qHTS Fluorescence Polarization Assay for Inhibitors of MLL CXXC domain - DNA interaction | Histone-lysine N-methyltransferase 2A (Homo sapiens), Q03164 | MLL-CXXC / FITC-HOXA9 DNA fluorescence polarization | Potency, µM (titrated, usually from 115 µM), inactives show at the top dose activity change, negative = inhibition, hits mostly inhibitors | actives 0.037% (n = 290,000) | AID 2662, 2010; active = well fitted inhibition curve with a large enough effect in the polarisation, with a control signal flat, not every such curve was filed as active; inconclusive = small, poorly fitted or top-dose-only effect, or effect the other way, or a change in a side signal; inactive = no such curve, though single readings can be large or run the other way; the % refers to the polarisation; also: potency is read from the fitted curve at half-maximal effect
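Fluorescence polarization: 7 uM MLL-CXXC (stock) preincubated 5 min with compounds, then 50 nM fluorescein-HOX-A9 DNA (stock) added; 30 min ambient. Buffer 50 mM Tris-HCl pH 7.5, 50 mM NaCl, 1 mM DTT, 0.05% BSA.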
KCNH2 3.1 inh: qHTS for Inhibitors of KCHN2 3.1: Mutant qHTS; Potassium voltage-gated channel subfamily H member 2, brain isoform KCNH2 3.1 (human); U2OS KCNH2 3.1, thallium flux FluxOr; active compounds read low; activity change, % (tested at about 1.8 µM); actives 0.95% (n = 340,000); AID 720553, 2013;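 active = maximum activity change below -70%; inconclusive = maximum activity change from -70% to -50%; inactive = maximum activity change above -50%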;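 also: thallium influx rate constant from kinetic fluorescence after stimulation buffer; % is scaled to controls: 0 for no effect and ±100 for the full control effect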
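FluxOr-based Tl+ influx in U2OS cells transduced with KCNH2 3.1 virus; rate constants normalized to DMSO controls.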
S-ASM inh: Inhibitors of Secretory Acid Sphingomyelinase (S-ASM): qHTS. Sphingomyelin phosphodiesterase (Homo sapiens), P17405. placental ASM, HMU-PC fluorogenic substrate, 60 min. Potency, µM (highest dose often 57.5 µM), without a hit: at the highest dose activity change, negative = inhibition, usual class: inhibitors. actives 0.006% (n = 340,000). AID 504937, 2011; also: potency is read from the fitted curve at half-maximal effect
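qHTS format. ASM enzyme prepared from human placenta hydrolyses the fluorogenic substrate HMU-PC0 (9 uM final) over 60 min at 37 °C after a 10 min compound preincubation.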
AT treatment: qHTS Assay for Identifying a Potential Treatment of Ataxia-Telangiectasia | […] A-T fibroblasts, KAP-1 phosphorylation AlphaLISA; neocarzinostatin DNA damage 30 min before lysis | Potency, µM (doses to about 57.5 µM), inactives show at the top dose activation, actives largely listed as activators | actives 0.19% (n = 320,000) | AID 485349, 2010; also: potency is read from the fitted curve at half-maximal effect; % of control where 0% means no effect; nearly all actives have a fitted effect of over 45% in size
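ATM-like activity read as KAP-1 phosphorylation via AlphaLISA donor/acceptor antibody pairs after lysis and 6 hr at 25C. Cells were ATM-null patient fibroblasts ([…], hTERT), dosed 60 min, then exposed to the DSB inducer NCS for 30 min.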
Coupling enz: qHTS Assay for Inhibitors of Fructose-1,6-bisphosphate Aldolase from Giardia Lamblia: Coupling assay counterscreen; coupling enzyme system counterscreen, AmpLite Red fluorescence; activity change, negative = inhibition, % at 58.2 µM, hits read low; actives 0.67% (n = 290,000); in the data active = activity change below about -30%; also: % is scaled to controls: 0 for no effect and ±100 for the full control effect
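Fluorescence at 525 nm excitation and 598 nm emission measured inhibition of the coupled detection system without aldolase. Compounds (at 57.5 uM final) were preincubated 10 min at room temperature with coupling enzyme reagent before a 20 min substrate/AmpLite Red step.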
The depositor's hits bear a star; [ ] = dose if it differs, or a comment. Unless noted, calls follow the shape of the dose curve; as a rule, active = well fitted curve in the direction sought with a large enough effect; inconclusive = small, poorly fitted or top-dose-only effect, or another doubt; inactive = no such curve, though single readings can be large; an effect the other way counts as inactive or inconclusive.

What do the screens show for `COc1ccccc1CN1CN(S(=O)(=O)c2ccccc2)c2nc3ccccc3nc21`?
TRPV1 agonist: 1.8; GALK inhibitor: -0.7%; Integrin act MD: 2.2%; hERG WT inh: -13.1; MBNL1 CUG block: -1.2%; MLL CXXC-DNA inh: 11.9%; KCNH2 3.1 inh: -6.5; S-ASM inh: 0.7%; AT treatment: 12.2%; Coupling enz: -1.4

What do the screens show for `CCOC(=O)N1CCN(C2=C(NS(=O)(=O)c3ccc(NC(C)=O)cc3)C(=O)c3ccccc3C2=O)CC1`?
TRPV1 agonist: -0.8; GALK inhibitor: -1.8%; Integrin act MD: -6.1%; hERG WT inh: 2.7; MBNL1 CUG block: inconclusive; MLL CXXC-DNA inh: -6.0%; KCNH2 3.1 inh: -14.4; S-ASM inh: -6.3%; AT treatment: -12.3%

How did CC(C)(C)NC(=O)/C(=C/c1ccccc1F)NC(=O)c1ccc([N+](=O)[O-])cc1 do in these assays?
TRPV1 agonist: 0.5; GALK inhibitor: -0.9%; Integrin act MD: -0.2%; hERG WT inh: -0.3; MBNL1 CUG block: 8.4%; MLL CXXC-DNA inh: -11.4%; KCNH2 3.1 inh: -14.1; S-ASM inh: 6.6%; AT treatment: 9.9%; Coupling enz: -1.6

How did O=C(CSc1nnc(Cn2c(=O)sc3ccccc32)n1CCc1ccccc1)N1CCCC1 do in these assays?
TRPV1 agonist: 3.6; GALK inhibitor: -1.9%; Integrin act MD: 0.0%; hERG WT inh: -0.4; MBNL1 CUG block: 0.7%; MLL CXXC-DNA inh: 1.9%; KCNH2 3.1 inh: 3.4; S-ASM inh: 0.2%; AT treatment: -0.1%; Coupling enz: 2.2

Results for O=S(=O)(NCc1ccco1)c1ccc2ccccc2c1 ?
TRPV1 agonist: 5.2; GALK inhibitor: -1.4%; Integrin act MD: 6.1%; hERG WT inh: 40.3; MBNL1 CUG block: 6.5%; MLL CXXC-DNA inh: -0.9%; KCNH2 3.1 inh: -2.7; S-ASM inh: 0.6%; AT treatment: -2.6%; Coupling enz: 0.7

How did Cc1ccc(SCCC(=O)Nc2cccc(N(C)S(C)(=O)=O)c2)cc1 do in these assays?
TRPV1 agonist: inconclusive; GALK inhibitor: 1.6%; Integrin act MD: 6.2%; hERG WT inh: 12.4; MBNL1 CUG block: -2.2%; MLL CXXC-DNA inh: 46.6%[activator]; KCNH2 3.1 inh: 2.5; S-ASM inh: -4.7%; AT treatment: -2.1%; Coupling enz: -1.9

How did COc1cccc(-n2nnc3c(=O)n(CC(=O)N4CCCc5ccccc54)cnc32)c1 do in these assays?
TRPV1 agonist: 2.6; GALK inhibitor: 3.4%; Integrin act MD: -16.1%; hERG WT inh: 0.0; MBNL1 CUG block: -2.7%; MLL CXXC-DNA inh: 6.4%; KCNH2 3.1 inh: 7.9; S-ASM inh: -5.8%; AT treatment: 0.0%; Coupling enz: -3.0

Results for COc1cc(NC(=O)CCS(=O)(=O)c2ccc3c(c2)n(C)c(=O)c(=O)n3C)cc(OC)c1 ?
TRPV1 agonist: -1.6; Integrin act MD: 20.8%; hERG WT inh: 4.7; MBNL1 CUG block: -3.2%; KCNH2 3.1 inh: -0.4; S-ASM inh: -0.2%; AT treatment: 3.6%; Coupling enz: -7.5

How did CCCCCCOC(=O)c1ccc(OC(=O)c2cccnc2)cc1 do in these assays?
TRPV1 agonist: 6.6; GALK inhibitor: 0.4%; Integrin act MD: 14.8%; hERG WT inh: -0.3; MBNL1 CUG block: -1.3%; MLL CXXC-DNA inh: 7.7%; KCNH2 3.1 inh: 9.7; S-ASM inh: -3.9%; AT treatment: 5.7%; Coupling enz: -0.4

What do the screens show for `O=C(O/N=C\c1ccc(N2CCOCC2)c([N+](=O)[O-])c1)c1ccc(F)cc1`?
TRPV1 agonist: 11.7; Integrin act MD: 1.9%; hERG WT inh: 0.7; MBNL1 CUG block: 25.7%; MLL CXXC-DNA inh: 16.5%; KCNH2 3.1 inh: inconclusive; S-ASM inh: inconclusive; AT treatment: -4.4%; Coupling enz: -2.4

Results for CCN(CCNC(=O)Nc1ccc(Cl)cc1)c1ccccc1 ?
TRPV1 agonist: 1.0; GALK inhibitor: -0.1%; Integrin act MD: -28.3%; hERG WT inh: -11.5; MBNL1 CUG block: 11.8%; MLL CXXC-DNA inh: inconclusive; KCNH2 3.1 inh: -17.2; S-ASM inh: -1.8%; AT treatment: 1.2%; Coupling enz: 0.0

How did O=C(COC(=O)c1ccc(NS(=O)(=O)c2cccs2)cc1)Nc1nc2c(F)c(F)c(F)cc2s1 do in these assays?
TRPV1 agonist: -4.7; GALK inhibitor: -0.5%; Integrin act MD: -2.5%; hERG WT inh: 2.9; MBNL1 CUG block: -1.8%; MLL CXXC-DNA inh: 5.2%; KCNH2 3.1 inh: -1.2; S-ASM inh: 0.5%; AT treatment: -2.2%; Coupling enz: 0.7

How did O=C(COC(=O)Cc1ccc(Cl)cc1Cl)NCCC1=CCCCC1 do in these assays?
TRPV1 agonist: inconclusive; GALK inhibitor: 1.4%; Integrin act MD: -6.5%; hERG WT inh: inactive; MBNL1 CUG block: inconclusive; MLL CXXC-DNA inh: 25.8%; KCNH2 3.1 inh: -14.5; S-ASM inh: -1.3%; AT treatment: -0.3%; Coupling enz: -0.9

Results for Clc1cccc(COn2c(-c3ccc(Cl)cc3Cl)nc3ncccc32)c1 ?
TRPV1 agonist: -1.8; GALK inhibitor: -1.5%; Integrin act MD: -47.4%[inhibitor]; hERG WT inh: -0.2; MBNL1 CUG block: 3.6%; MLL CXXC-DNA inh: 10.8%; KCNH2 3.1 inh: -9.5; S-ASM inh: -7.1%; AT treatment: -1.6%; Coupling enz: -12.3

What do the screens show for `COc1ccc(C)cc1N(C(=O)c1ccccc1F)c1nc2ccccc2s1`?
TRPV1 agonist: 1.4; GALK inhibitor: -2.4%; Integrin act MD: -19.6%; hERG WT inh: -7.5; MBNL1 CUG block: -2.5%; MLL CXXC-DNA inh: 32.3%[activator]; KCNH2 3.1 inh: -12.2; S-ASM inh: -1.0%; AT treatment: 13.2%; Coupling enz: -3.3

What do the screens show for `COc1ccc(Nc2nc(C)cc(C)c2C#N)cc1OC`?
GALK inhibitor: -3.7%; Integrin act MD: 13.2%; hERG WT inh: -0.2; MBNL1 CUG block: 23.8%; MLL CXXC-DNA inh: -0.1%; KCNH2 3.1 inh: -12.9; S-ASM inh: 1.3%; AT treatment: 21.1%; Coupling enz: 1.2

Results for COc1ccc(C(=O)/C=C2/C(=O)Nc3ccccc32)cc1OC ?
TRPV1 agonist: 11.0; GALK inhibitor: -1.4%; Integrin act MD: -19.4%; hERG WT inh: 6.3; MBNL1 CUG block: -4.9%; MLL CXXC-DNA inh: -11.0%; KCNH2 3.1 inh: -10.3; S-ASM inh: -7.5%; AT treatment: 24.3%; Coupling enz: 1.5

What do the screens show for `NC(=O)C(=O)NN=C1C2CC3CC(C2)CC1C3`?
TRPV1 agonist: -3.4; GALK inhibitor: -2.1%; Integrin act MD: 1.6%; hERG WT inh: -13.6; MBNL1 CUG block: -3.1%; MLL CXXC-DNA inh: -1.3%; KCNH2 3.1 inh: 3.6; S-ASM inh: -0.2%; AT treatment: 1.5%; Coupling enz: 0.2

What do the screens show for `CC(c1cccnc1)N(CCN(C)C)C(=O)Nc1ccc(Cl)c(Cl)c1` (stereo not given)?
Integrin act MD: -26.9%; hERG WT inh: -19.4; KCNH2 3.1 inh: 5.4; S-ASM inh: 3.2%

Results for CCCn1c(C(CO)Nc2nc(-c3cccc(Br)c3)cs2)nc2ccccc21 (stereo not given) ?
TRPV1 agonist: 3.4; Integrin act MD: -37.4%; hERG WT inh: -8.4; MBNL1 CUG block: 2.8%; MLL CXXC-DNA inh: 6.0%; KCNH2 3.1 inh: -0.7; S-ASM inh: -19.8%; AT treatment: -3.9%; Coupling enz: -1.2

The order is random. About 2% of those tested had a hit in this group.
